# CCR6 antag: antagonists of human CCR6 receptor; CHO-K1 CCR6 PathHunter beta-arrestin, luminescence, CCL20-stimulated; inhibition, % at 20 µM; 340,000 tested, 0.49% active;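 active = compounds whose inhibition of the agonist-driven luminescence signal at 20 µM reaches about 50%, limit read from the data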;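 also: cells stimulated with CCL20 at 14 nM final; plate controls were DMSO with CCL20 for no effect and DMSO without agonist for full effect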
# Target sequence (P51684 whole entry, looked up): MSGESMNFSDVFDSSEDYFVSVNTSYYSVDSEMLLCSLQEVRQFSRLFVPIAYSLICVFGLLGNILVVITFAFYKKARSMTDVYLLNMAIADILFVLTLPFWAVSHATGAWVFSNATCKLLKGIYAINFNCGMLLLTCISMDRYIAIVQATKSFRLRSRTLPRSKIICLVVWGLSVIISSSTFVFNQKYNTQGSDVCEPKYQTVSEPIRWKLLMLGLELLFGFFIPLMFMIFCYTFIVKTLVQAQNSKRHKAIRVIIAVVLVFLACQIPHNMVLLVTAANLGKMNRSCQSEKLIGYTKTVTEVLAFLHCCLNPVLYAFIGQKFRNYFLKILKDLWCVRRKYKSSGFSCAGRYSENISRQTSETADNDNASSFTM
# CXCR6 inh: CXCR6 (human) receptor inhibition; CHO-K1 PathHunter CXCR6 beta-arrestin, luminescence; AID 602244; inhibition, % at 20 µM; 360,000 tested, 0.36% active; O00574; in the data active = inhibition above about 34%, passing the limit was not always enough;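 also: antagonist mode with CXCL16 agonist at 10 nM final; 0% = 10 nM CXCL16 with DMSO and 100% = unstimulated wells without agonist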
# MPTP inh: blocks calcium-induced mitochondrial swelling; isolated mouse mitochondria, Ca2+ swelling absorbance, 30 min; inhibition, % at 10 µM; 360,000 tested, 1.4% active;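 active = inhibition of 50% or more, scaled per plate between neutral and stimulator controls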;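 also: 0% = DMSO wells given calcium and 100% = 1 mM EGTA wells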
# A3G deaminase: inhibitors of human APOBEC3G DNA deaminase; Q9HC16; recombinant A3G, ssDNA deamination FAM/TAMRA fluorescence; inhibition, % at 20 µM; 330,000 tested, 0.28% active; AID 493012;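 active = inhibition of at least 40% at 20 µM, with no more than 30% in the related APOBEC3A deaminase screen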;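 also: plate controls were DMSO wells with A3G for no effect and wells lacking A3G enzyme for full effect; some compounds called inactive have numbers as strong as hits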
# Target sequence (Q9HC16 whole entry, looked up): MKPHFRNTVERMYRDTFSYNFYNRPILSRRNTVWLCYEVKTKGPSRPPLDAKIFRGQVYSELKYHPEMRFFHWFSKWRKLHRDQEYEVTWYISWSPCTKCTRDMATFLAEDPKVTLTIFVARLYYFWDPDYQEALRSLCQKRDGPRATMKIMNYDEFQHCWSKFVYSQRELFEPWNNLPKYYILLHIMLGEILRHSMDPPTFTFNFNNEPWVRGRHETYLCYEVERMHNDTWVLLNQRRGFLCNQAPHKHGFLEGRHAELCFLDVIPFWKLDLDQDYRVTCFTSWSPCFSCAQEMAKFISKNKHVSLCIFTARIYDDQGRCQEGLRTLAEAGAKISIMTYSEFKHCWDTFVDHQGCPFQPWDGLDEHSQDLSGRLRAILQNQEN
# EBI2 block: blocks human EBI2 receptor beta-arrestin signaling; EBI2 beta-arrestin recruitment, luminescence, 7a,25-OHC stimulated; inhibition, % at 5 µM; 360,000 tested, 0.81% active; AID 651636; in the data active = inhibition above about 38%;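 also: enzyme fragment complementation signal reports receptor beta-arrestin coupling in cells; 0% = agonist plus DMSO wells and 100% = wells without agonist; some results beyond the cut were filed as inactive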
# A3A deaminase: inhibitors of human APOBEC3A DNA deaminase. P31941. recombinant A3A, FAM/TAMRA ssDNA deamination fluorescence. inhibition, % at 20 µM. 330,000 tested, 0.41% active. AID 493011;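 active = at least 40% inhibition at 20 µM here, with at most 30% in a related deaminase screen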;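 also: plate controls were A3A with DMSO for no effect and wells lacking A3A enzyme for full effect; some results filed as inactive read as strong as hits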
# Target sequence (P31941 whole entry, looked up): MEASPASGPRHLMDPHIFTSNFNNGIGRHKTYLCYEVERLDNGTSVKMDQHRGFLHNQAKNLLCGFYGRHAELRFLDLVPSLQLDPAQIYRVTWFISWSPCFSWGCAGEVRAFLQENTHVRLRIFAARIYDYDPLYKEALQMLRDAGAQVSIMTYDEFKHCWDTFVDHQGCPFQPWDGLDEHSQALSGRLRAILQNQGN
# Gli-Sufu antag: Gli-Sufu pathway antagonism; Sufu-KO-LIGHT fibroblasts, Gli luciferase reporter luminescence; inhibition, % at 5 µM; 340,000 tested, 0.74% active; AID 588413;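 active = inhibition above about 55%, limit read from the data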;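 also: 0% = DMSO-treated cells and 100% = wells with medium but no cells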
# GRIN3A LBD mod: modulates the human NR3A ligand-binding domain; 340,000 tested, 2.5% active; Tm shift relative to glycine control, % at 25 µM; NR3A LBD differential scanning fluorimetry, Tm shift; 0% = protein alone, 100% = glycine-bound protein;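 active = melting temperature shift of at least 10% of the positive control shift, at one fixed dose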
# Numbers without * were called inactive; . = not tested or not shown.
SMILES,CCR6 antag,CXCR6 inh,MPTP inh,A3G deaminase,EBI2 block,A3A deaminase,Gli-Sufu antag,GRIN3A LBD mod
Cc1cccc(NC(=O)CSc2nnc([C@H](C)NC(=O)OC(C)(C)C)o2)c1C,1,3,-1.1,-4,-5,-4,0,-3
CCOC(=O)c1ccc(NC(=S)N2CCN(Cc3ccccc3)CC2)cc1,10,2,2.5,-7,-19,-3,2,-2
O=C1c2ccccc2C(=O)N1CCCCSc1nnc2ccccn12,-7,5,0.1,-5,3,-3,2,0
O=C(OCC(=O)N1CCCc2ccccc21)c1ccccc1OC(F)F,3,-2,-1.3,-4,6,1,5,-10
COc1ccc(S(=O)(=O)NCc2ccc(C(=O)N3CCc4ccccc4C3)cc2)cc1,4,-28,1.8,-8,-6,0,8,-1
O=C(CCc1nnc2ccc(NCc3ccco3)nn12)Nc1cc(F)ccc1F,8,0,-1.0,2,3,10,11,2
COc1cc2c(cc1OC)CN(CC(=O)Nc1ccc(Cl)c(S(=O)(=O)N(C)C)c1)CC2,.,-1,1.8,-13,-3,1,.,.
Cc1ccc(C)c(N(CC(=O)NC(C)(C)C)C(=O)CCC(=O)Nc2nccs2)c1,7,14,-1.2,-3,-9,-4,19,5
OCCCCNc1cccc2ccccc12,-8,1,1.1,0,-15,-3,3,-3
Cc1cc2nc3c(c(=O)n2[nH]1)CCCC3,9,0,-11,-4,-1,-3,-2,0
CCOC(=O)C1CCCN(S(=O)(=O)c2ccc3c(c2)N(C)C(=O)CC(=O)N3C)C1 (stereo not given),-7,-4,-1.2,5,-6,2,-13,-5
Cc1ccc2nc(NC(=O)c3ccc(Br)o3)sc2c1,13,3,2.2,-1,-11,1,-76,18*
CCCCCn1c(=O)[nH]c2cc(C(=O)NCCCN3CCCCC3CC)ccc2c1=O (stereo not given),1,6,0.0,-7,-1,1,1,-1
CCOP(=O)(OCC)c1nc(-c2cccc3ccccc23)oc1NCCc1ccc(OC)cc1,33,19,1.3,2,-8,3,-2,16*
COc1ccc(NS(=O)(=O)c2cccc(C(=O)NCc3ccccn3)c2)cc1,4,-7,-1.3,-5,-6,-2,2,2
C/C(Cn1nnc([N+](=O)[O-])n1)=N\NC(=O)c1ccccc1Cl,-6,-10,-0.1,-3,4,-1,-3,-20
O=C(CN1C(=O)C2(OCCO2)c2ccccc21)c1ccc(Br)cc1,15,-1,-0.2,-8,0,1,3,-1
Cc1nc(N)sc1Cc1ccc2c(c1)OCO2,-11,3,0.1,-6,-7,-4,6,-10
Cc1cccc(C)c1NC(=O)CNC(=O)c1ccc(COc2ccccc2)o1,-3,-2,-1.2,2,-8,4,-6,-3
COc1ccc(CCN=C(N)NS(=O)(=O)c2ccc(C)cc2)cc1,9,3,1.1,-10,-9,-6,-16,0
CCNc1nc(Oc2ccc(F)cc2)cc(C(F)(F)F)n1,12,-3,0.5,-2,2,6,-4,2
Cc1ccc(C(=O)NN(CCC#N)C2=NS(=O)(=O)c3ccccc32)cc1,5,-5,0.7,-3,4,0,-2,0
CCC(=O)NC(=S)Nc1cccc(Cl)c1N1CCCCC1,20,-6,2.9,-7,29,-2,5,-10
Cc1cccc(N(CC(=O)NCc2ccco2)C(=O)CCC(=O)Nc2nccs2)c1,6,2,-0.7,-7,1,-2,6,-4
Cc1cc(C)c(S(N)(=O)=O)c(C)c1N(C)S(=O)(=O)c1ccccc1,9,-4,-0.5,-4,0,2,-14,0
O=C(CNCCC1=CCCCC1)Nc1ccc(N2CCCCCC2)cc1,14,-10,18,-10,-9,-3,-4,-4
CCC(C)c1ccc(NC(=O)C2CC2)cc1 (stereo not given),16,3,-0.5,-8,0,-7,-27,1
O=C(NCc1ccc2c(c1)OCO2)c1nnc(Cc2ccc(F)cc2)o1,3,1,-2.2,1,-2,3,-3,-1
COc1ccc(C(=O)Nc2ncc3c(n2)CC(C)CC3=O)cc1 (stereo not given),2,-11,-1.3,-5,4,-6,-11,-1
O=C(Nc1ccncc1)C1CC(=O)N(c2ccc(F)cc2)C1 (stereo not given),19,-3,0.2,-6,5,-1,-6,-2
CCCS(=O)(=O)c1c(S(=O)(=O)CCC)c2c(N)cccn2c1C(=O)c1ccc(Br)cc1,33,16,0.6,1,5,-17,7,9
COc1ccc(/C=N/Nc2nncc3ccccc23)c(OC)c1,6,6,-2.1,-3,-1,-1,18,-25
Cn1nnnc1SCC(=O)Nc1ccccc1-c1ccccc1,4,-2,-1.4,-9,-4,0,-29,6
Cc1ccc(C(=O)Oc2ccc(/C=C3\C(=N)N4N=C(N5CCOCC5)SC4=NC3=O)cc2)cc1,40,19,0.1,-13,18,-4,-19,-34
COC(=O)C1=C(C)NC(=O)NC1c1ccc(-c2ccc(Cl)cc2)o1 (stereo not given),-10,1,0.2,-1,0,1,18,-2
O=C(CSc1ccc2c(c1)OCCO2)NCCc1ccc(Cl)cc1Cl,4,-2,2.4,-13,63*,-3,-3,-17
COC(=O)C(C)N(C(=O)c1ccc(C(=O)c2ccccc2)cc1)c1c(C)cccc1C (stereo not given),4,31,-1.7,-2,23,0,8,0
N/C(=N\N=C\c1ccc(O)c(O)c1)c1nonc1N,16,9,14,1,-3,4,-14,3
Cc1ccc(CNC(=O)CCSCc2cccc(F)c2)cc1,8,11,0.5,1,13,0,-5,4
CC(C)(C)OC(=O)NCCCCCc1nnc(SCC(N)=O)o1,-21,-7,-1.7,-9,-1,-4,4,0

# 13 consecutive entries from above, quoted:
SMILES,CCR6 antag,CXCR6 inh,MPTP inh,A3G deaminase,EBI2 block,A3A deaminase,Gli-Sufu antag,GRIN3A LBD mod
O=C(NCc1ccc2c(c1)OCO2)c1nnc(Cc2ccc(F)cc2)o1,3,1,-2.2,1,-2,3,-3,-1
COc1ccc(C(=O)Nc2ncc3c(n2)CC(C)CC3=O)cc1 (stereo not given),2,-11,-1.3,-5,4,-6,-11,-1
O=C(Nc1ccncc1)C1CC(=O)N(c2ccc(F)cc2)C1 (stereo not given),19,-3,0.2,-6,5,-1,-6,-2
CCCS(=O)(=O)c1c(S(=O)(=O)CCC)c2c(N)cccn2c1C(=O)c1ccc(Br)cc1,33,16,0.6,1,5,-17,7,9
COc1ccc(/C=N/Nc2nncc3ccccc23)c(OC)c1,6,6,-2.1,-3,-1,-1,18,-25
Cn1nnnc1SCC(=O)Nc1ccccc1-c1ccccc1,4,-2,-1.4,-9,-4,0,-29,6
Cc1ccc(C(=O)Oc2ccc(/C=C3\C(=N)N4N=C(N5CCOCC5)SC4=NC3=O)cc2)cc1,40,19,0.1,-13,18,-4,-19,-34
COC(=O)C1=C(C)NC(=O)NC1c1ccc(-c2ccc(Cl)cc2)o1 (stereo not given),-10,1,0.2,-1,0,1,18,-2
O=C(CSc1ccc2c(c1)OCCO2)NCCc1ccc(Cl)cc1Cl,4,-2,2.4,-13,63*,-3,-3,-17
COC(=O)C(C)N(C(=O)c1ccc(C(=O)c2ccccc2)cc1)c1c(C)cccc1C (stereo not given),4,31,-1.7,-2,23,0,8,0
N/C(=N\N=C\c1ccc(O)c(O)c1)c1nonc1N,16,9,14,1,-3,4,-14,3
Cc1ccc(CNC(=O)CCSCc2cccc(F)c2)cc1,8,11,0.5,1,13,0,-5,4
CC(C)(C)OC(=O)NCCCCCc1nnc(SCC(N)=O)o1,-21,-7,-1.7,-9,-1,-4,4,0

# Later entries
SMILES,CCR6 antag,CXCR6 inh,MPTP inh,A3G deaminase,EBI2 block,A3A deaminase,Gli-Sufu antag,GRIN3A LBD mod
CCN(CC)P(=O)(Nc1ccccc1Br)c1ccc(N(C)C)cc1NC(=O)c1ccco1 (stereo not given),23,29,-0.8,-7,14,-3,22,7
Cc1ccc(C2=NC3(CCCCCC3)NC2=S)cc1,0,-5,9.4,6,-8,-4,-13,-2
O=C(c1cc2cc(Cl)ccc2[nH]1)N1CCc2ccccc2C1,2,-9,0.6,-2,26,0,-1,-1
O=S(=O)(CCc1ccncc1)c1ccc(Cl)cc1,1,-8,-0.2,-6,-3,-7,7,1
Cc1ccc(-c2nc3c(Cl)cc(Cl)cc3c(=O)n2O)cc1,-14,-8,5.5,0,11,3,30,2
COC(=O)C1CCN(C(=O)COC(=O)c2cccc(NS(=O)(=O)c3ccccc3)c2)CC1,0,5,-0.3,-9,-4,0,1,-1
CCCCCN(C(=O)NC(=O)Nc1ccc(C)cc1C)S(C)(=O)=O,7,19,1.1,-2,-6,0,3,-2
Cc1nc2ccccc2cc1C(=O)N/N=C/c1ccc([N+](=O)[O-])cc1,-6,-24,-1.1,-5,1,-5,24,-2
CC(=O)Nc1ccc2c(c1)Cc1ccc(Cl)cc1-2,-24,-13,-0.1,.,1,.,-48,1
CO/N=C/c1ccc(Sc2ccccc2)c([N+](=O)[O-])c1,22,0,9.4,-8,9,0,-5,3
Cc1ccc(C)c(NC(=O)c2ccc3c(=O)n4c(nc3c2)CCC4)c1,0,-4,-0.6,-8,1,-2,-20,3
CC(C)CNC(=O)NC(=O)COC(=O)C1CSC2(c3ccc(F)cc3)CCC(=O)N12 (stereo not given),4,0,1.0,-7,-1,-4,1,-1
Cc1ccc(OCC(=O)N2CCN(C(=O)c3ccncc3)CC2)cc1,-6,-2,-1.8,-7,44*,1,-1,0
Cc1noc(/C=C/c2cccs2)c1S(=O)(=O)N1CCC(C(=O)NCCCN2CCCC(C)C2)CC1 (stereo not given),23,4,-3.2,-15,6,4,29,-1
Cc1cc(C)cc(NC(=O)CSc2nc(=O)n3cc(C)ccc3n2)c1,-3,10,-0.4,-7,1,-1,11,.
CC(C)N1CCN(Cc2ccccc2-c2ccco2)CC1CCO (stereo not given),14,6,-1.8,-6,-16,-3,21,-1
COC(=O)c1cc(C(=O)OCC(=O)Nc2ccc(N3CCOCC3)cc2)cc([N+](=O)[O-])c1,-4,-31,-0.7,-8,-16,-6,-3,1
O=C(N1CCOCC1)N1c2ccccc2Sc2ccccc21,16,8,0.6,-6,17,-3,2,.
CN1CCN(C(=O)c2ccc(OCCOc3ccccc3)cc2)CC1,15,4,4.2,-6,-8,-8,-3,-1
CC(C)CC(=O)N1CCN(c2ccc([N+](=O)[O-])cc2Cl)CC1,20,-1,1.8,-7,15,7,13,0
Cc1cccc(NC(=O)CNC(=O)N2CC(=O)Nc3ccccc32)c1C,10,-7,1.4,-8,-14,-6,-3,1
CCn1nnc(NC(=O)COc2cc(C)ccc2C(C)C)n1,0,-2,-0.5,-3,-11,-2,-1,1
Cc1cc(NC(=O)CSc2cc(Cl)ccc2Cl)n(-c2ccccc2)n1,17,0,7.0,0,17,2,52,-2
O=C(Nc1ccccc1Cl)c1cnccn1,-5,5,-1.6,2,-10,3,-4,0
COc1ccc(Cl)cc1S(=O)(=O)NCc1nc2nc(C)cc(C)n2n1,-7,-3,-0.6,-15,-6,-4,-8,-1
CCC1(O)CC(c2ccccc2)=NN1C(=O)c1ccccc1F (stereo not given),8,-2,3.2,-7,6,-2,7,1
c1ccc2nc(SCc3cn4ccccc4n3)cnc2c1,0,2,-1.1,-2,-8,-8,-25,-4
CCn1c(C)c(C2=CCN(S(=O)(=O)c3ccc(C)cc3)CC2)c2ccccc21,8,1,2.4,2,4,2,20,-2
CS(=O)(=O)c1ccc(Cl)c(NC(=O)COC(=O)c2cccc(S(=O)(=O)N3CCCCC3)c2)c1,13,5,-1.5,7,1,14,-3,4
CN1CCN(c2nc(NCCOC34CC5CC(CC(C5)C3)C4)nc(OCC(F)(F)F)n2)CC1,6,1,10,3,0,2,33,4
